# Bioassay records (PubChem BioAssay)
# JMJD2A Tudor: qHTS Assay for Inhibitors of JMJD2A-Tudor Domain; Lysine-specific demethylase 4A (Homo sapiens), O75164; AlphaScreen JMJD2A-Tudor / H3K4me3 peptide binding; Potency, µM (doses to about 114 µM), for the others: top-dose activity change, negative = inhibition, most hits filed as inhibitors; 4.4% of 390,000 active; AID 504339, 2011; also: % is scaled to controls: 0 for no effect and ±100 for the full control effect; nearly all actives have a fitted effect of over 50% in size
# ERG Ets-DNA blk: qHTS for Small Molecule Inhibitors of the ERG Ets/DNA interaction; fluorescence polarization, His-ERG Ets domain / labelled DNA; Potency, µM (doses to about 76.9 µM), without a hit: at the top dose FP activity, negative = inhibition, usual class: inhibitors; 0.028% of 370,000 active; AID 624246, 2012; active = well fitted inhibition curve with a large enough effect in the polarisation, with a control signal flat; inconclusive = small, poorly fitted or top-dose-only effect, or effect the other way, or a change in a side signal; inactive = no such curve, though single readings can be large or run the other way; the % refers to the polarisation;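 also: polarization taken with two DNA probes labelled with fluorescein and Texas red; % of control where 0% means no effect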
#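 His-tagged ERG Ets domain (1 uM in the protein solution; 300mM KCl, 50mM Tris-HCl, 1mM EDTA, 1mM DTT, pH 7.5) received compound, then a probe mix of 5 nM fluorescein-DNA and 100nM Texas-615-DNA. Fluorescence polarization was read for both dyes.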
# ALOX12 inh: Primary qHTS assay for inhibitors of human arachidonate 12S-lipoxygenase (ALOX12): Round 2 | 1.1% of 580,000 active | Potency, µM (series often up to 108 µM), for inactives: top-dose activity change, negative = inhibition, most hits filed as inhibitors | purified 12hLO, xylenol orange hydroperoxide absorbance | Polyunsaturated fatty acid lipoxygenase ALOX12 (Homo sapiens), P18054 | AID 1671190, 2021; also: % is scaled to controls: 0 for no effect and ±100 for the full control effect
#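 Purified human 12hLO (150 nM final) in 25 mM Hepes, 0.01% Triton X-100, pH 7.0 was preincubated 15 min at room temperature with compound. Then 40 uM arachidonic acid was added, 30 min. Hydroperoxide was read by Fe-XO absorbance ratio 573/405 nm.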
# PGK inhibitor: qHTS Assay to Find Inhibitors of Phosphoglycerate Kinase. Potency, µM (series often up to 57.5 µM), without a hit: at the top dose activity change, negative = inhibition, most hits filed as inhibitors. 0.043% of 380,000 active. PGK/GAPDH coupled, Kinase-Glo luminescence, 60 min. Phosphoglycerate kinase, glycosomal (Trypanosoma brucei brucei), P07378; also: % is scaled to controls: 0 for no effect and ±100 for the full control effect; nearly all actives have a fitted effect of over 60% in size
#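 Luminescent ATP detection (Kinase-Glo Plus) follows a 60-minute room-temperature incubation, with wells lacking PGK as controls. Buffer: 100 mM TEA (pH 7.6), 5 mM MgCl2, 0.01% Tween-20. Coupling enzyme GAPDH (100 nM final) supplies unstable 1,3-BPG in-well.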
# Pin1 inh: qHTS Assay to Find Inhibitors of Pin1; Peptidyl-prolyl cis-trans isomerase NIMA-interacting 1 (Homo sapiens), Q13526; Pin1 FP peptide displacement, HiFluor488, 10 min; Potency, µM (top dose mostly 115 µM), inactives show at the highest dose activity, negative = inhibition, hits mostly inhibitors; 0.009% of 390,000 active; AID 504891, 2011; active = well fitted inhibition curve with a large enough effect in the polarisation, with a control signal flat, not every such curve was filed as active; inconclusive = small, poorly fitted or top-dose-only effect, or effect the other way, or a change in a side signal; inactive = no such curve, though single readings can be large or run the other way; the % refers to the polarisation; also: % is scaled to controls: 0 for no effect and ±100 for the full control effect
# TrxR1 inh: qHTS Assay for Inhibitors of Mammalian Selenoprotein Thioredoxin Reductase 1 (TrxR1): qHTS; Thioredoxin reductase 1, cytoplasmic (Rattus norvegicus), O89049; Potency, µM (doses to about 114 µM), inactives show at the top dose activity change, negative = inhibition, usual class: inhibitors; 1% of 390,000 active; AID 588453, 2011; recombinant rTrxR1, NADPH fluorescence consumption, selenite substrate; also: % is scaled to controls: 0 for no effect and ±100 for the full control effect; nearly all actives have a fitted effect of over 65% in size
# Target sequence (O89049 whole entry, looked up): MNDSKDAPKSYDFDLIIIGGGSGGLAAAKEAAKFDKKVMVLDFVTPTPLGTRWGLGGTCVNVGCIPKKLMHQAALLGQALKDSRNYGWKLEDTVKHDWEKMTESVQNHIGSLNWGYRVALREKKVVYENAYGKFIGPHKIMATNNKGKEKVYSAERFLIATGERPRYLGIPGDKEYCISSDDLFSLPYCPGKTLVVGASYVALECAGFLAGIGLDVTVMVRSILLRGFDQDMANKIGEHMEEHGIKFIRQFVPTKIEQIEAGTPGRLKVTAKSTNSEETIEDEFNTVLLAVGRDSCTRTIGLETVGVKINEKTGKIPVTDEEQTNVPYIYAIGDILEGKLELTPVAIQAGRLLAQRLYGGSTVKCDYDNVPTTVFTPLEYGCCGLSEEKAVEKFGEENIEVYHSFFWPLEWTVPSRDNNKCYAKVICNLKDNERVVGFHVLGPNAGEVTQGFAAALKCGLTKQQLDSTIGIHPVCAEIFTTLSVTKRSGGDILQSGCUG
#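 Rat TrxR1 (90 nM in the dispensed reagent) was pre-reduced with 400 uM NADPH for 5 min at room temperature, then incubated with compound for 15 min. After 400 uM selenite was added, NADPH fluorescence (Ex 340/Em 450 nm) was followed for 8 min.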
# GLS inh: qHTS for Inhibitors of Glutaminase (GLS) | AID 624170, 2012 | Potency, µM (titrated, usually from 45.5 µM), for the others: at the top dose activity change, negative = inhibition, hits mostly inhibitors | Glutaminase kidney isoform, mitochondrial (Homo sapiens), O94925 | GLS enzymatic activity, qHTS titration | 0.21% of 410,000 active; also: % is scaled to controls: 0 for no effect and ±100 for the full control effect
#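 Human kidney-isoform GLS in 45 mM KH2PO4 pH 8.2, 0.02% Tween-20, with compound, started with 1mM L-Glutamine (added stock). Glutamate oxidase/HRP/Amplex red coupled fluorescence read at start and after 30 min at RT.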
# HP1b chromo inh: HTS for Inhibitors of HP1-beta Chromodomain Interactions with Methylated Histone Tails. AID 540317, 2011. Potency, µM (highest dose often 114 µM), without a hit: top-dose activity change, negative = inhibition, usual class: inhibitors. AlphaScreen HP1-beta / biotin-H3K9me3 peptide binding. 0.56% of 390,000 active; also: nearly all actives have a fitted effect of over 70% in size; inactives centre near 23
# Target sequence (P83916 whole entry, looked up): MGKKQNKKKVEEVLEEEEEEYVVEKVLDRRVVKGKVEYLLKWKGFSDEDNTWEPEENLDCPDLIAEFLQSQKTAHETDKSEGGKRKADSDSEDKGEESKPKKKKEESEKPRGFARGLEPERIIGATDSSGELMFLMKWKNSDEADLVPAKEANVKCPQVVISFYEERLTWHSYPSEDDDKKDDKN
#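 HP1-beta protein (50 nM final) preincubated 30 min at room temperature with biotinylated H3(1-18)K9me3 peptide (50 nM) in PBS pH 7.4, 0.01% Tween-20, then compound added for 30 min. AlphaScreen streptavidin donor/nickel chelate acceptor beads (10 ug/mL final), 30 min dark, luminescence read.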
# RGS4 inhibitor: Inhibitors of Regulator of G Protein Signaling (RGS) 4: qHTS. Transcreener GDP fluorescence polarization, RGS4-accelerated GTP hydrolysis. 0.039% of 390,000 active. Potency, µM (highest dose often 114 µM), inactives show top-dose activity change, negative = inhibition, most hits filed as inhibitors; also: % is scaled to controls: 0 for no effect and ±100 for the full control effect; nearly all actives have a fitted effect of over 75% in size; some results filed as inactive show a strong effect at the top dose
#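 MLSMR compounds (23 nl, pin-transferred) preincubated 10 min at room temperature with a 500nM (2x) first reagent, then RGS4 at 900nM (2x) plus Transcreener GDP mix added; fluorescence polarization (620/688 nm) read before and after 90 min at 30 °C.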
# Numbers without * were called inactive; i = inactive; ? = inconclusive; . = no result given; [ ] = remark or other dose. Unless noted, calls follow the shape of the dose curve; as a rule, active = well fitted curve in the direction sought with a large enough effect; inconclusive = small, poorly fitted or top-dose-only effect, or another doubt; inactive = no such curve, though single readings can be large; an effect the other way counts as inactive or inconclusive. Potency is read from the fitted curve at half-maximal effect.
molecule	TrxR1 inh	GLS inh	ERG Ets-DNA blk	Pin1 inh	ALOX12 inh	RGS4 inhibitor	PGK inhibitor	HP1b chromo inh	JMJD2A Tudor
CCC(C)[C@H]1CNCCN1CCc1cc(C(F)(F)F)cc(C(F)(F)F)c1 (stereo partly specified)	10%[57.1 µM]	10%	-4%	-2%	-19%	20%	-13%	26%	-35%
Cc1cc(C(F)(F)F)nn1Cc1n[nH]c(=S)n1Cc1ccccc1	8%	.	11%	-11%	?	-51%	-2%	24%	?
Cc1ccc(-c2nnc(SCC(=O)NCCN3C(=O)CSC3=O)n2C)cc1	5%	5%	13%	-2%	18%	26%	-5%	20%	-12%
O=C(N/N=C/c1ccc(O)cc1)c1cc(-c2ccccc2)nc2ccccc12	-5%	4%	3%	4%	7%	29%	2%	41%[activator]	-14%
Cc1ccccc1[C@@H](NC(=O)OC(C)(C)C)C(=O)OC(C)(C)C	3%	13%	-3%	-6%	-2%	21%	1%	52%[activator]	4%
O=C(CCNC(=O)c1ccc(Cl)cc1)Nc1nc2ccccc2[nH]1	18%	8%	1%	13%	21%	20%	1%	25%	-25%
COc1ccc(OCCOc2ccc(N(C)S(=O)(=O)c3ccccc3)cc2)cc1	20%	-1%	5%	8%	-2%	-5%	-9%	24%	-3%
Cc1cc(C(=O)NC2CCCN(Cc3ccc(Cl)cc3)C2)no1 (stereo unspecified)	1%	3%	21%	-8%	57%[activator]	-3%	-4%	40%[activator]	-10%
COc1ccc(C(=O)/C=C/N2CCCCC2)cc1OC	-1%	14%	.	19%	-1%	1%	-8%	8%	-7%
Cc1ccc(SCC(=O)N(C)C2CCS(=O)(=O)C2)cc1 (stereo unspecified)	18%	-8%	-6%	2%	20%	-11%	-5%	43%[activator]	6%
C=CCn1c(SCC(=O)N2CC(=O)Nc3ccccc32)nc2scc(-c3cccs3)c2c1=O	8%	7%	-7%	45%[activator]	0%	-31%	-2%	3%	-15%
COc1ccc(C(CNC(=O)CCNC(=O)c2ccccc2Cl)N2CCCC2)cc1 (stereo unspecified)	1%	2%	-9%	7%	10%	-4%	-2%	32%	-13%
CC(=O)NC1=NN(C(C)=O)C(c2cccc([N+](=O)[O-])c2)S1 (stereo unspecified)	15%	4%	-1%	-2%	-13%	26%	-3%	9%	-6%
COc1ccc(C2C(C(=O)c3cccs3)=C(O)C(=O)N2CCN2CCOCC2)c(OC)c1 (stereo unspecified)	-15%	5%	12%	3%	-29%	15%	-3%	9%	-23%
CC1(C)CC(=O)N(c2ccc(C#N)cc2)C(=O)C1	21%	-7%	-27%	-5%	?	-8%	i	28%	-9%
COc1cccc(CNC(=O)CCC2CCCN(Cc3cc4ccccc4o3)C2)c1 (stereo unspecified)	8%	9%	1%	6%	-13%	1%	3%	-8%	-14%
COC(=O)c1c(NC(=O)Cc2coc3cc(C)cc(C)c23)sc2c1CCC2	?	12%	1%	-5%	-27%	24%	8%	24%	-16%
COc1ccc(OCc2cc(C(=O)N3CCOCC3)no2)c(Cl)c1	25%	-8%	-8%	-2%	6%	8%	-2%	47%[activator]	3%

# Arranged by length of the SMILES (low to high): some entries from above.
molecule	TrxR1 inh	GLS inh	ERG Ets-DNA blk	Pin1 inh	ALOX12 inh	RGS4 inhibitor	PGK inhibitor	HP1b chromo inh	JMJD2A Tudor
Cc1cc(C(F)(F)F)nn1Cc1n[nH]c(=S)n1Cc1ccccc1	8%	.	11%	-11%	?	-51%	-2%	24%	?
Cc1ccc(-c2nnc(SCC(=O)NCCN3C(=O)CSC3=O)n2C)cc1	5%	5%	13%	-2%	18%	26%	-5%	20%	-12%
COc1ccc(C(CNC(=O)CCNC(=O)c2ccccc2Cl)N2CCCC2)cc1 (stereo unspecified)	1%	2%	-9%	7%	10%	-4%	-2%	32%	-13%
CCC(C)[C@H]1CNCCN1CCc1cc(C(F)(F)F)cc(C(F)(F)F)c1 (stereo partly specified)	10%[57.1 µM]	10%	-4%	-2%	-19%	20%	-13%	26%	-35%
C=CCn1c(SCC(=O)N2CC(=O)Nc3ccccc32)nc2scc(-c3cccs3)c2c1=O	8%	7%	-7%	45%[activator]	0%	-31%	-2%	3%	-15%

# Only part of the results is shown, so the mix of outcomes need not match the whole.
